Compound activity from PubChem BioAssay.
DAX1 inh-1: DAX1 (NR0B1) inhibitors on StAR promoter, primary screen, cell-based, luminescence, SF-1 (NR5A1), full-length DAX-1; HEK293T StAR-luciferase reporter, SF-1/DAX-1 repression relief; inhibition, % at 6.8 µM; 370,000 compounds, 1.1% hits; AID 652010, 2013;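 active = inhibition above the mean over all tested compounds plus 3 SD, cut at about 3.6% in these data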;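 also: 0% = DAX-1 cells with DMSO and 100% = cells lacking DAX-1 with DMSO; higher inhibition means more luminescence from relief of DAX-1 repression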
hcDAF12 agonist: H. contortus DAF-12 nuclear receptor activators, primary screen, cell-based, luminescence, HEK293, lit1-tk-luc reporter. 370,000 compounds, 1.4% hits. HEK293 hcDAF-12 lit1-tk-luc reporter; 0% DMSO, 100% Δ7-dafachronic acid. AID 652067, 2013. activation, % at 6.8 µM;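 active = activation above the mean of all tested compounds plus 3 SD, cut at about 5.5% in these data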;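 also: 100% = response to 3 µM Δ7-dafachronic acid high control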
FXN GAA850 act: FXN promoter activators, primary screen, cell-based, luciferase luminescence, HEK293 lucGAA850 | HEK293 lucGAA850 FXN promoter luciferase reporter, 24 h; percent of 10 µM SAHA response | activation, % at 6 µM | 360,000 compounds, 0.56% hits;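 active = activation above the average of all compounds screened plus 3 SD, cutoff fixed separately per campaign, cut at about 7.5% in these data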;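 also: 0% = DMSO wells and 100% = 10 µM SAHA wells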
DAX1 inh-2: DAX1 (NR0B1) inhibitors, primary screen, cell-based, HEK293, Gal4-DAX1, luciferase luminescence | HEK293 Gal4-DAX1 luciferase reporter | inhibition, % at 6.75 µM | 340,000 compounds, 0.99% hits | AID 504766, 2011;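 active = inhibition above the mean over all tested compounds plus 3 SD, cut at about 4.2% in these data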;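 also: 0% = DAX1-transfected cells with DMSO and 100% = empty-vector control cells with DMSO; inhibition shows as a rise in luminescence from relieved DAX1 repression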
PG9 binder: binders of HIV-1 gp120 antibody PG9, primary screen, biochemical, TR-FRET; inhibition, % at 6.7 µM; HIV-1 gp120 / PG9 antibody interaction; AID 624416, 2012; TR-FRET gp120-PG9 antibody binding; 360,000 compounds, 0.43% hits; in the data active = inhibition above about 8.5%
sPLA2-III inh: human group III sPLA2 inhibitors, primary screen, biochemical, QFRET, BODIPY PC-A2 liposome substrate | AID 743126, 2013 | 370,000 compounds, 0.56% hits | QFRET BODIPY PC-A2 liposome hydrolysis, fluorescence | inhibition, % at 12.2 µM | Group 3 secretory phospholipase A2 (Homo sapiens), Q9NZ20;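 active = inhibition above mean plus 3 SD of compounds lying within the high and low control bounds, cut at about 19% in these data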;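 also: 0% = median of test compound wells and 100% = no enzyme DMSO wells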
Target sequence (Q9NZ20 whole entry, looked up): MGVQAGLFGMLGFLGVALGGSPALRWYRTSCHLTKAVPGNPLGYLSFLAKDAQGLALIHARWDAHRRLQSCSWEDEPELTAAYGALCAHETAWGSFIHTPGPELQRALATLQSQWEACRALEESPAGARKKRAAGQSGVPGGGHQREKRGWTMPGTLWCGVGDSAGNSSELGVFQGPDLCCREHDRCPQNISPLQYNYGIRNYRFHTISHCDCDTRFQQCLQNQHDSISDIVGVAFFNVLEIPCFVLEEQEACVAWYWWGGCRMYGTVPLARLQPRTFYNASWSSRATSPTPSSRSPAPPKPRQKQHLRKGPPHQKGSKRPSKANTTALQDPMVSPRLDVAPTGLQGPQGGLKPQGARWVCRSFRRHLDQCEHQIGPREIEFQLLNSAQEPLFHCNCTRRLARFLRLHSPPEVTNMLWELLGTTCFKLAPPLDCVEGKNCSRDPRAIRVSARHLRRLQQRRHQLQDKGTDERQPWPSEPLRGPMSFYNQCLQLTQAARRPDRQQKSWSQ
ssDAF-12 act: S. stercoralis DAF-12 nuclear receptor activators, primary screen, cell-based, luminescence, HEK293, GRIP1 co-expression, lit1-tk-luc | Nuclear hormone receptor DAF-12 (Strongyloides stercoralis) | HEK293 ssDAF-12/GRIP1 lit1-tk-luc reporter; % of 3 µM dafachronic acid response | activation, % at 6.8 µM | 370,000 compounds, 1% hits | AID 652126, 2013;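 active = activation above the mean over all tested compounds plus 3 SD, cut at about 0.9% in these data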;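 also: 0% = DMSO-only wells and 100% = 3 µM delta7-dafachronic acid wells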
hgDAF12 agonist: H. glycines DAF-12 receptor agonists, primary screen, cell-based, luminescence, HEK293, GAL4 fusion, UAS-luciferase. Nuclear hormone receptor DAF-12 (Heterodera glycines), GAL4 fusion. HEK293 GAL4-hgDAF12 UAS-luciferase reporter, agonist luminescence; normalized to butyrate control. activation, % at 6.8 µM. 370,000 compounds, 1.8% hits. AID 687014, 2013;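 active = activation above a cutoff set at the mean of all screened compounds plus 3 SD, cut at about 10% in these data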;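 also: 0% = DMSO wells and 100% = sodium butyrate wells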
NR1D1 modulator: modulators of Rev-erb alpha DNA binding, primary screen, biochemical, FITC-DNA, fluorescence polarization, uHTS; Rev-erbα–FITC-DNA binding, 90 min; activity, % at 10 µM; Nuclear receptor subfamily 1 group D member 1 (Homo sapiens), P20393; 370,000 compounds, 0.79% hits;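 active = activity above about 14%, limit read from the data; passing the limit was not always enough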;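 also: 0% = DMSO wells with 35 nM protein and 100% = DMSO wells with 750 nM protein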
Target sequence (P20393 whole entry, looked up): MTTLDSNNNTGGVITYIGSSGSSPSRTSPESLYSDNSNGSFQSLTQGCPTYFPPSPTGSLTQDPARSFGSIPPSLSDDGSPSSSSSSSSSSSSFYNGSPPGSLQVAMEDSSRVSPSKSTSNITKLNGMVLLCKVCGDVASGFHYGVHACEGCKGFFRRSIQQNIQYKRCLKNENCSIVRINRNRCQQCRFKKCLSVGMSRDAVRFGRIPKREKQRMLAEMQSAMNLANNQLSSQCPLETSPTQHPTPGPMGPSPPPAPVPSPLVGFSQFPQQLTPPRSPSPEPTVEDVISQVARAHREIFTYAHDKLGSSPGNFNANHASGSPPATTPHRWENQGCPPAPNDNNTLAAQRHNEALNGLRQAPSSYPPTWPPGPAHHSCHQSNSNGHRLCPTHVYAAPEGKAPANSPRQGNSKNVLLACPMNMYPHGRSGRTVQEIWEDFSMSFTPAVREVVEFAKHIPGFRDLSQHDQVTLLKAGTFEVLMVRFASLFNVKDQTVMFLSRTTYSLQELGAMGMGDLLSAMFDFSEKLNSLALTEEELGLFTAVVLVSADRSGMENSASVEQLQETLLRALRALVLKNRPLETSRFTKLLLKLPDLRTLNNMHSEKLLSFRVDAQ
PLCb3 inh: human PLC-beta3 inhibitors, primary screen, biochemical, fluorescence. 1-phosphatidylinositol 4,5-bisphosphate phosphodiesterase beta-3 (Homo sapiens), Q01970. Purified PLC-beta3, fluorogenic substrate. inhibition, % at 12.2 µM. 370,000 compounds, 0.18% hits. AID 720704, 2013; in the data active = inhibition above about 11%;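 also: 0% = median of compound wells on plate and 100% = full blocker control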
SMARCA2 act: SMARCA2 (BRM) function activators, primary screen, cell-based, luminescence, high throughput; MG213 cells, MMTV-luciferase reporter, dexamethasone, overnight; activation, % at 9.1 µM; 370,000 compounds, 1% hits; AID 652017, 2013; in the data active = activation above about 7.8%;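 also: 0% = vehicle wells and 100% = reference activator wells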
Active calls of the source: *; / = not tested or not shown.

SMILES	DAX1 inh-1	hcDAF12 agonist	FXN GAA850 act	DAX1 inh-2	PG9 binder	sPLA2-III inh	ssDAF-12 act	hgDAF12 agonist	NR1D1 modulator	PLCb3 inh	SMARCA2 act
OCC[C@H]1C[C@H](O)[C@@H](O)[C@]2(Cc3ccccc3O2)O1	-0.3	-1.7	1.5	-0.6	0.2	4.2	-1.7	-1.6	-3.7	-0.5	0.1
Cc1onc(-c2ccccc2Cl)c1C(=O)Nc1nnc(-c2ccc(F)cc2)s1	-0.9	-3.2	0.5	1.1	-0.7	-32.7	-1.0	-1.6	1.9	-33.5	-1.1
N#CCCCSC1=C(C#N)C(c2ccccc2Cl)CC(=O)N1 (centres undefined)	-0.3	-1.5	1.4	-0.5	1.3	-6.6	-1.4	-1.8	-1.7	3.2	-1.8
COc1ccc(Oc2coc3cc(OC(=O)/C=C/c4ccc(F)cc4)ccc3c2=O)cc1	0.1	2.5	1.5	0.0	2.2	0.9	-1.3	0.1	-3.7	-24.4	-0.1
CC(=O)c1ccc(NC(=O)CSc2n[nH]c(-c3cccnc3)n2)cc1	0.2	-1.2	2.1	1.1	-4.1	-0.6	-1.4	3.4	-0.3	-8.0	0.2
CCN(CC)S(=O)(=O)c1cccc(-c2nnc(SCC(=O)NC3CCCC3)n2N)c1	-0.7	-0.1	2.1	-0.8	-3.4	-0.9	-0.2	0.3	0.7	6.2	-4.0
COc1ccc(-c2noc(CCC(=O)NC3CCCC3)n2)cc1	-0.2	-0.7	0.5	-1.1	-1.0	0.6	-0.9	1.5	-4.7	-4.1	-5.1
COc1cc(NC(=O)c2cccc(Cl)c2)c(OC)cc1NC(=O)CN1CCOCC1	-0.6	-3.2	-1.8	-1.6	0.4	4.1	-1.5	-1.1	1.6	-14.1	-1.4
O=C(O)c1sc2cccc(Cl)c2c1Cl	0.5	3.9	-0.1	1.5	6.0	-7.4	-0.1	0.3	2.4	-2.8	-3.0
Cc1ccc(C)c(N2CCN(C(=O)Cc3ccc(-n4c(=O)[nH]c5ccsc5c4=O)cc3)CC2)c1	0.7	-2.3	-0.2	-2.4	-1.3	-8.7	-2.1	-1.4	0.5	3.5	-1.3
COc1ccccc1NC(=O)/C(=C\c1cccnc1)NC(=O)c1ccccc1	-0.3	-1.0	-1.0	-0.6	-3.3	-1.8	-0.6	3.5	-4.0	-2.7	3.6
CC(Oc1ccc(Cl)cc1)C(=O)Nc1ccccc1N1CCOCC1 (centres undefined)	-0.9	-1.4	-2.9	0.4	0.9	4.2	-1.1	-0.4	-1.1	2.0	-0.5
COc1cc(/C=N/NC(=O)c2ccc3nc[nH]c3c2)ccc1O	0.1	-0.5	-2.2	-0.6	-1.8	7.0	-1.2	-0.7	-0.7	-23.9	-2.8
O=C(c1cc(F)c(F)cc1Cl)N1CCN(c2ncccn2)CC1	-0.2	-0.4	3.0	0.5	-0.3	2.0	-1.4	-0.5	-4.5	-7.4	-1.8
COc1ccc(OC)c(C(=O)c2ccc(C(=O)Nc3ccccc3)cc2)c1	0.0	-0.6	-0.8	-0.6	-0.1	-1.4	-0.6	-1.2	2.9	1.9	-3.2
O=[N+]([O-])c1ccc(-c2nc(-c3ccncc3)no2)cc1	-0.3	-0.7	1.3	-0.7	-0.7	6.4	-1.4	2.4	-1.9	-7.8	2.2
CNC(=O)NC(=O)C(NC1CCCc2ccccc21)c1ccccc1 (centres undefined)	0.0	3.6	2.2	-0.6	-0.9	-5.7	-0.2	-1.9	-5.4	-14.1	-1.2
CCCCC(=O)Nc1cccc(NC(=S)NC(=O)Cc2ccccc2)c1	-0.3	-1.2	1.3	-0.9	-1.2	-2.5	-1.3	-3.6	7.2	-5.1	-1.7
CCOc1ccc(NC(=O)c2cccc(-n3cnnn3)c2)cc1	-0.8	0.0	-1.4	0.9	0.1	-0.6	-1.3	1.0	0.5	3.0	-1.2
Cc1ccc2c(c1)C1(OCCCO1)C(=O)N2	0.1	1.5	-2.1	-1.9	-0.1	0.7	-0.9	0.1	-5.1	-2.9	0.6
COc1ccc(C2C(C#N)=C(N)Oc3cc(N)ccc32)cc1OC (centres undefined)	-0.1	-1.4	-1.3	0.2	-1.4	-14.3	-1.2	-0.1	-1.3	-88.9	0.0
CCOC(=O)c1c(C)[nH]c(C)c1C(=O)COC(=O)/C=C/c1ccccc1[N+](=O)[O-]	-1.6	-1.2	2.1	0.1	-0.9	-9.0	-1.8	-1.6	2.9	-6.1	-4.5
CN(C)c1cc(-c2ccc([N+](=O)[O-])cc2)oc(=O)c1Cl	0.1	-0.4	1.8	-0.4	-1.4	-5.4	-1.6	-1.9	-4.7	-7.5	-2.3
CC(C)(C)OC(=O)N1CCC(c2c(C(=O)N3CCN(C(=O)c4ccco4)CC3)cnn2-c2ccc(F)cc2)CC1	0.2	1.5	1.9	0.0	1.3	-0.3	-0.9	2.2	-0.8	-1.8	-0.8
O=C(COC(=O)C1CCCC1)NCc1ccc(Cl)cc1	-0.1	-0.6	0.9	2.5	-1.7	-6.9	-1.1	2.4	-5.0	-0.6	0.1
N#CC(C(N)=O)=C1CCCCC1	0.7	0.5	0.2	/	-0.4	10.5	-1.7	-1.6	3.5	-5.9	-3.1
CC(C)(C)c1cc(C(=O)C[n+]2ccc(C(=O)NCCCO)cc2)cc(C(C)(C)C)c1O	0.1	-2.0	1.9	1.2	-0.6	-14.1	-0.7	0.0	0.9	-84.9	-3.4
CC#CC(=O)N1CCC(n2nccc2NC(=O)CCc2ccccc2)CC1	-1.4	0.1	0.8	1.8	0.2	-7.7	-0.2	2.2	1.5	-1.2	5.2
Cc1ccc(C)c(CSc2ccc3nnc(-c4ccccn4)n3n2)c1	-1.5	-2.6	3.4	-0.8	0.6	1.1	-1.7	-5.3	-3.5	-12.3	-1.7
COCCNC(=O)c1cc(-c2ccc(-c3ccccc3)cc2)nc2ccccc12	-4.7	-1.7	-4.3	-0.7	1.4	-5.1	-1.6	-4.0	2.1	-322.9	3.8
O=C(CN1C(=O)C2(OCCCO2)c2ccccc21)NCCc1ccccc1	-1.0	-1.0	-1.1	0.4	-1.8	-1.9	-1.5	1.4	3.5	2.0	0.8
Nc1nc(NCCOCCO)nc(N2CCCCCC2)c1[N+](=O)[O-]	-0.8	-1.7	2.7	0.0	-0.8	-2.4	-1.2	-0.9	1.8	-1.8	-3.2
O=C(OCC(=O)N1CCCc2ccccc21)c1ccc(S(=O)(=O)C(F)F)cc1	1.1	-0.6	0.8	-1.5	-1.8	-3.6	-0.9	2.9	1.4	-2.7	-0.3
COC(=O)c1ccc(SC)cn1	0.2	0.1	-0.1	0.2	-0.6	5.2	-1.6	-1.9	-1.3	-1.5	-0.4
COc1cc(NC(=O)c2oc3ccccc3c2C)ccc1NC(=O)c1ccco1	-1.6	-4.3	-3.3	-2.7	2.9	-14.7	-2.2	-1.2	0.2	-214.7	1.5
CCCCCC(=O)N1C[C@H](n2cc(COC(=O)c3ccccc3)nn2)[C@@H](O)C[C@@H]1c1ccc(C)cc1	0.5	-0.8	-3.6	-0.4	-0.1	-34.2	-1.8	1.1	6.8	-0.1	-0.2
CCCCNC(=O)C(C)N(CCN(C)C)C(=O)CCCN1C(=O)NC(c2ccc(Cl)cc2)C(C(=O)OCc2ccccc2)=C1C (centres undefined)	0.1	-0.5	-5.0	0.3	0.9	-18.3	-1.0	2.5	-1.4	-0.3	6.4
O=C(NCc1ccccc1)C1c2ccccc2OCC(=O)N1CC(F)(F)F (centres undefined)	0.1	-0.8	/	/	0.9	0.5	-1.0	-2.5	-1.3	-2.0	-3.3
CC1CCCCC1NC(=S)Nc1cccc(S(=O)(=O)N(C)C)c1 (centres undefined)	0.1	-0.6	-0.2	-0.5	-2.9	0.9	-1.3	-2.6	10.6	-0.2	-4.8
CCOC(=O)c1ccc2c(c1)C(=O)N(C1CCCCC1)C2=O	0.0	-2.9	-0.1	-0.6	1.4	20.2*	-1.2	-0.5	-5.3	2.3	-4.0
C[C@@H]1CNC(=O)c2c(C(=O)N3CCN(c4ccccc4)CC3)ncn21	0.0	-1.7	/	/	-1.8	-0.3	-0.7	-3.2	0.7	-2.0	-2.0
CC1(C(=O)Nc2nnc(SCc3ccccc3)s2)Cc2ccccc2C(=O)O1 (centres undefined)	-0.8	0.2	-1.6	0.5	-1.9	-34.6	-1.5	2.9	5.8	-2.8	0.3
CCOC(=O)C1C(=O)CC(C)(O)C(C(=O)OCC)C1c1ccc([N+](=O)[O-])cc1 (centres undefined)	-0.6	-1.2	1.9	1.2	0.2	-8.0	-1.4	0.0	0.8	-6.1	0.1
COc1cccc(C(=O)NCC(=O)OCC(=O)Nc2cc(OC)c([N+](=O)[O-])cc2C)c1	0.3	-1.3	1.6	-0.4	-1.1	5.7	-1.2	-2.5	-1.8	0.4	-1.5
Cc1nc(C)n(C(C)CNS(=O)(=O)c2ccc(Cl)cc2)n1 (centres undefined)	0.2	-1.2	-0.5	0.8	1.6	-2.0	-0.8	0.2	2.4	-4.2	0.7
C=CCNC(=O)[C@@H]1CSC2c3ccc(OC)c(OC)c3C(=O)N21 (some centres undefined)	0.1	-1.4	1.3	-1.1	1.0	-9.7	-1.3	-0.3	-11.5	-87.1	1.4
O=C(CCn1cccc(C(F)(F)F)c1=O)Nc1cccc(C(F)(F)F)c1	-0.2	-2.3	1.1	/	-2.5	4.1	-1.9	-0.9	4.2	-5.8	-4.5
Cc1ccccc1C(=O)N/N=C1\SCC(=O)N1Cc1ccco1	-0.1	-2.7	1.2	0.9	-1.9	5.2	-1.2	-0.4	-1.4	-1.4	-3.8

Among those listed so far, these contain a CF3 group:
SMILES	DAX1 inh-1	hcDAF12 agonist	FXN GAA850 act	DAX1 inh-2	PG9 binder	sPLA2-III inh	ssDAF-12 act	hgDAF12 agonist	NR1D1 modulator	PLCb3 inh	SMARCA2 act
O=C(NCc1ccccc1)C1c2ccccc2OCC(=O)N1CC(F)(F)F (centres undefined)	0.1	-0.8	/	/	0.9	0.5	-1.0	-2.5	-1.3	-2.0	-3.3
O=C(CCn1cccc(C(F)(F)F)c1=O)Nc1cccc(C(F)(F)F)c1	-0.2	-2.3	1.1	/	-2.5	4.1	-1.9	-0.9	4.2	-5.8	-4.5

The order is random. Share with any hit: about 7%.
